# Cardio protect: cardioprotection against H2O2-induced cell death, primary screen, uHTS, H9c2 cells, ATPLite luminescence | AID 588492, 2011 | hit rate 0.63% among 360,000 | protection from H2O2 cell death, % at 20 µM | H9c2 cardiomyocytes, H2O2 injury protection, 2 h;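 active = compounds giving at least 50% protection of heart cells from peroxide-induced death in the single-dose screen, raw or plate-pattern-corrected value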;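 also: 0% = DMSO wells with peroxide and 100% = DMSO wells without peroxide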
# MC4R antag cAMP: MC4R antagonists of cAMP signaling, primary screen, cell-based, TR-FRET, antagonist arm of biased-ligand search; MC4R-expressing cells, MTII-stimulated cAMP, LANCE TR-FRET; inhibition, % at 6.5 µM; hit rate 0.48% among 360,000; AID 540295, 2011;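 active = inhibition above its plate's cutoff, the mean of tested wells on that plate plus 3 SD, cut at about 29% in these data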;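 also: 0% = Melanotan II alone and 100% = Melanotan II plus saturating MCL0020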
#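 Material: U2OS-MC4R stable cell line | Reagent: Melanotan II challenge after compound preincubation | Doses: One concentration, 6.5 µM nominal | Incubation: 30-min compound preincubation, 1-h Melanotan II challenge, 1-h detection, room temperature | Signal: TR-FRET cAMP assay | Replicates: One well per compound, no replicates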
# ABCB6 inh 2: ABCB6 transporter inhibitors, primary screen, K562-ABCB6 cells, flow cytometry, MLPCN library. K562-ABCB6 porphyrin accumulation, 1 h; active compounds read low. fluorescence ratio to DMSO, % at 10 µM. hit rate 0.19% among 360,000. AID 602162, 2011;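 active = fluorescence ratio to DMSO below 75%, the collection mean minus 3 SD; inconclusive = too few cells collected in the well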;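 also: signal is porphyrin accumulated inside mitochondria; 100% equals median channel fluorescence of DMSO control wells; lower ratio means ABCB6 inhibition with less porphyrin fluorescence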
# hiPSC survival: enhancers of single-cell hiPSC survival, primary screen, ATPlite luminescence; hit rate 0.044% among 360,000; 100% = ROCK inhibitor wells, 0% = DMSO; AID 602274, 2012; survival enhancement, % at 20 µM; in the data active = survival enhancement above about 18%;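 also: cells exposed to compounds for 16 hours before the ATP read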
# aDG glyco up: activators of alpha-DG glycosylation, primary screen, uHTS, Pro5-aDG cells, AlphaScreen; hit rate 0.22% among 360,000; activation, % at 10 µM; alpha-DG glycosylation AlphaScreen (IIH6); 0% Pro5, 100% B10-LARGE cell signal;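 active = activation of at least 8% versus controls, or a plate z-score of at least 8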;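 also: Pro5 are CHO cells carrying HIG-tagged alpha-DG that lacks glycosylation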
# MC4R barr agon: MC4R agonists recruiting beta-arrestin, primary screen, cell-based, luminescence, agonist arm of biased-ligand search. hit rate 0.98% among 360,000. AID 540308, 2011. activation, % at 8.9 µM. Melanocortin receptor 4 (Homo sapiens), P32245. U2OS MC4R beta-arrestin complementation; percent of melanotan II response, DMSO zero;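 active = activation above a per-plate cutoff, the mean activation of sample wells on that plate plus 3 SD, cut at about 8% in these data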
# ABHD5-PLIN5 inh: ABHD5-PLIN5 interaction inhibitors, primary screen, cell lysate, split luciferase complementation, luminescence | AID 602281, 2012 | inhibition, % at 4 µM | Split G. princeps luciferase complementation, 4 h | Perilipin-5 (Homo sapiens) + 1-acylglycerol-3-phosphate O-acyltransferase ABHD5 (Homo … | hit rate 0.78% among 360,000;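 active = inhibition above the mean inhibition across every tested compound plus 3 SD, cut at about 22% in these data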;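 also: 0% = DMSO only wells and the 100% control is not disclosed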
# Target sequence (Q00G26 whole entry, looked up): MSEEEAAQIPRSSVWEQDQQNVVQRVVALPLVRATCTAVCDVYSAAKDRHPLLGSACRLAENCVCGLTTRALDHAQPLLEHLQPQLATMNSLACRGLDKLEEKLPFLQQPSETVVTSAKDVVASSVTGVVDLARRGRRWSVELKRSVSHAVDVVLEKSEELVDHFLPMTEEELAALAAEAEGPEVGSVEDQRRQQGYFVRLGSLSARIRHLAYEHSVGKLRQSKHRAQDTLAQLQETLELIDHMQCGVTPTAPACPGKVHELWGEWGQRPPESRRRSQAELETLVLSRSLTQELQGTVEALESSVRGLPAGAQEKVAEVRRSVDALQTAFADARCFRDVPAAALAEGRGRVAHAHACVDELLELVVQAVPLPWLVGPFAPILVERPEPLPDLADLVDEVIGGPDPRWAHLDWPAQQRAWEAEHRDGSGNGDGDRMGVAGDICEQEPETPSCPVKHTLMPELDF
# Target sequence (Q8WTS1 whole entry, looked up): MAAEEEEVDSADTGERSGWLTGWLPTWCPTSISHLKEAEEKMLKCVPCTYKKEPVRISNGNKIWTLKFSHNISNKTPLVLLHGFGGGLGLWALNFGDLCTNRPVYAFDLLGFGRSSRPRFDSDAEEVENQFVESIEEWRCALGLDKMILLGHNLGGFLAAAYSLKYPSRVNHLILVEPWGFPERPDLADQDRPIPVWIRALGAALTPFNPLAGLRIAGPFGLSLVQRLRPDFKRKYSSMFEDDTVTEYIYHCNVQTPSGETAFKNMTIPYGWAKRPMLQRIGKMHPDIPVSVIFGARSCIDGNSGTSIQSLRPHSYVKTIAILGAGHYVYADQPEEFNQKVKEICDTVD
# m5-HT2A agonist: mouse Htr2a agonists via beta-arrestin recruitment, primary screen, cell-based, luminescence; CHO-K1 mHTR2A beta-arrestin complementation; percent of 30 µM serotonin response; activation, % at 7.6 µM; AID 624169, 2012; hit rate 0.66% among 360,000;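 active = activation above a run cutoff, the mean activation of all tested compounds plus 3 SD, cut at about 14% in these data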;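 also: 0% = plate median of compound wells and 100% = 30 µM serotonin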
# Exocytosis inh: LAMP-1 surface exposure blockers, TALL-104 cells – cell-based, flow cytometry, MLPCN library, primary screen; TALL-104 LAMP-1 surface exposure; cells stimulated with thapsigargin and PMA; inhibition, % at 10 µM; hit rate 0.66% among 360,000; AID 651702, 2012;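 active = inhibition above about 55%, limit read from the data; inconclusive = no clear call, values can overlap the other calls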
# N-glyco inh: increase of ERlucT glycosylation luciferase signal, primary screen, N-linked glycosylation inhibitor project, D54 ERlucT cells, luminescence, set 2. D54 ERlucT glycosylation luciferase reporter, 24 h; percent of 100 nM tunicamycin response. reporter increase, % at 12.5 µM. hit rate 0.23% among 360,000. AID 588692, 2011;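 active = mean luciferase reporter signal, scaled so untreated is 0 and the glycosylation-blocking control 100, at or above a set limit in every replicate; inconclusive = mean reaches the limit but not every replicate does; inactive = mean below the limit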;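 also: luciferase carries N-glycosylation sites so blocking glycosylation raises the light; 0% = median of neutral control wells and 100% = median of 100 nM tunicamycin wells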
# The depositor's hits bear a star; ? = inconclusive.
# Results follow in this order: Cardio protect, MC4R antag cAMP, ABCB6 inh 2, hiPSC survival, aDG glyco up, MC4R barr agon, ABHD5-PLIN5 inh, m5-HT2A agonist, Exocytosis inh, N-glyco inh
> CCOC(=O)C1Sc2[nH]c(=O)sc2C(c2ccc(Cl)cc2)C1C(=O)OCC (stereo not drawn)
    -3, 16, 105, -1.3, -0.1, -0.9, -5, 0, 3, 0
> O=C(CCN1C(=O)/C(=C\c2cccs2)SC1=S)NC1=NCCS1
    -17, -3, 98, -0.2, -0.1, 5.4, -1, 3, -2, 1
> Cc1ccc([N+](=O)[O-])c(OCC(=O)OCC(=O)c2ccccc2)c1
    3, 6, 102, -0.3, -0.3, -2.4, -2, 1, 0, 2
> CNC(=O)OCN1C(=O)C2CC=CCC2C1=O (stereo not drawn)
    2, 4, 102, 3.2, -0.4, 0.3, 0, 3, -2, 0
> CCC(C)NC(=O)CSc1nnc(-c2cc(-c3cccs3)nc3ccccc23)o1 (stereo not drawn)
    43, 7, 99, 2.7, -0.3, -0.8, -2, 1, 0, 3
> COc1ccc(-c2nsc(SCC(=O)NCC3CCCO3)n2)cc1 (stereo not drawn)
    -7, 6, 101, 0.4, 0.0, -1.4, -1, 5, -2, 0
> C=CCn1c(SCC(=O)Nc2ccc(Cl)cn2)nnc1C1CC1
    0, 7, 101, -0.4, -0.3, -1.0, -2, 3, -2, 2
> O=C(CSC1CS(=O)(=O)c2cc([N+](=O)[O-])ccc21)NNC(=O)c1ccc(Cl)cc1 (stereo not drawn)
    2, 15, 99, -0.5, 0.3, -1.2, 2, -4, -2, 0
> COc1ccc(-c2cnc3c(NC(C)=O)cc(-c4cccc(NS(C)(=O)=O)c4)cn23)cc1OC
    47, 2, 95, -2.3, -0.1, 2.9, -9, -3, -5, -1
> O=S(=O)(c1ccc(SCCOc2ccc(F)cc2)nc1)N1CCCC1
    -12, 3, 100, -0.1, 0.0, -0.3, -6, -3, -7, -3
> COc1ccc(S(=O)(=O)Nc2ccc(S(=O)(=O)N3CCCC3)cc2)cc1
    2, 11, 97, 4.8, -0.2, 0.8, 2, 2, 5, -1
> COc1ccc(CC(NC(C)=O)C(=O)NC2CCN(S(=O)(=O)c3ccccc3)CC2)c(OC)c1 (stereo not drawn)
    1, 10, 100, -0.5, -0.1, -1.0, 9, 1, ?, -1
> O=C(NN1C(=O)C2C3C=CC(O3)C2C1=O)c1ccncc1 (stereo not drawn)
    8, -2, 85, -0.9, -0.1, -0.4, 4, -3, -2, 1
> COC(=O)c1cccc(NC(=S)Nc2ccccc2Cl)c1
    3, 5, 101, -0.1, -0.1, -0.3, -7, 0, -6, 1
> C/C(=N\NC(=O)c1cccc(Cl)c1)C1C(=O)c2ccccc2C1=O
    -16, 2, 98, -0.6, -0.1, -2.3, -1, 1, 2, 2

# Whole records, quoted from the list.
# COc1ccc(CC(NC(C)=O)C(=O)NC2CCN(S(=O)(=O)c3ccccc3)CC2)c(OC)c1 (stereo not drawn) as listed: Cardio protect = 1; MC4R antag cAMP = 10; ABCB6 inh 2 = 100; hiPSC survival = -0.5; aDG glyco up = -0.1; MC4R barr agon = -1.0; ABHD5-PLIN5 inh = 9; m5-HT2A agonist = 1; Exocytosis inh = ?; N-glyco inh = -1
# CCOC(=O)C1Sc2[nH]c(=O)sc2C(c2ccc(Cl)cc2)C1C(=O)OCC (stereo not drawn) as listed: Cardio protect = -3; MC4R antag cAMP = 16; ABCB6 inh 2 = 105; hiPSC survival = -1.3; aDG glyco up = -0.1; MC4R barr agon = -0.9; ABHD5-PLIN5 inh = -5; m5-HT2A agonist = 0; Exocytosis inh = 3; N-glyco inh = 0

# Other compounds follow:
# Results follow in this order: Cardio protect, MC4R antag cAMP, ABCB6 inh 2, hiPSC survival, aDG glyco up, MC4R barr agon, ABHD5-PLIN5 inh, m5-HT2A agonist, Exocytosis inh, N-glyco inh
> Cc1ccc(C(=O)Nc2ccc3ncccc3c2)cc1
    -22, 13, 98, -0.9, 0.1, 0.1, -2, -1, -2, -18
> Cc1cccc2cc(C#N)c(NCCNC(=O)c3ccccc3)nc12
    1, -17, 99, -0.8, 0.3, 0.0, 2, 1, -1, 1
> CN(CC(=O)Nc1ccc(Cl)c(C(F)(F)F)c1)C(=O)CCN1C(=O)C2CCCCC2C1=O (stereo not drawn)
    -3, -7, 97, -0.5, 0.1, -3.4, 3, 0, 2, 1
> CCOC(=O)Cc1csc(NC(=O)COC(=O)/C=C/c2ccc(OC)cc2)n1
    8, -1, 98, -0.1, -0.1, 1.4, -12, 0, -2, 1
> COc1cc2c(cc1OC)C(C)=NC1(CCCCC1)C2
    5, -3, 97, -0.3, 0.0, -0.5, 2, 1, 17, 0
> C/C(=N\NC(=O)c1n[nH]c2c1CCC2)c1cccs1
    -17, -23, 99, -0.8, 0.0, -1.8, -1, -2, -5, -21
> Cn1c(=O)c2sc3c(c2n(CC(=O)Nc2ccccc2)c1=O)COC(C)(C)C3
    -1, 11, 100, 0.7, 2.6, -2.1, 7, 3, 5, 1
> COc1ccccc1CNC(=O)c1ccc2nc(C)c(N(C)Cc3ccc(NC(C)=O)cc3)n2c1
    8, -1, 90, 2.6, 0.0, -1.1, 0, -5, -9, 10
> Cc1c(Cl)cccc1NC(=O)c1nc(C)n(-c2cc(OC(C)C)c(Cl)cc2Cl)n1
    -5, 11, 100, -1.7, -0.1, -0.8, -6, -1, -1, -3
> O=c1nc(Nc2ccccc2)sc2ccc([N+](=O)[O-])cc12
    -3, 2, 102, -0.3, 0.3, -1.4, 3, 0, -1, 2
> Cc1cc(C)cc(C(=O)OCC(=O)Nc2cccc(S(=O)(=O)NC3=NCCCCC3)c2)c1
    -11, 2, 97, -0.5, 0.3, 2.4, 7, -2, -1, -2
> CCn1nc(C)c(/C=N/NC(=O)c2c[nH]c3ccccc23)c1C
    -2, -1, 97, -1.2, -0.1, 0.1, -1, 1, -2, 2
> CC(=O)c1ccc(N2CCN(c3ccnc4cc(Cl)ccc34)CC2)cc1
    6, 17, 107, 1.1, 0.6, 4.0, 1, -14, 25, -5
> CCOc1ncccc1C(=O)N1CCN(S(=O)(=O)c2cccs2)CC1
    -1, 10, 96, -0.3, 0.1, -0.9, -4, 1, -1, 1
> O=C(CSc1nc2ccccc2c(=O)n1CCCN1CCOCC1)Nc1cccc(S(=O)(=O)N2CCCCCC2)c1
    -6, 2, 95, -0.1, 0.5, 2.8, 13, -3, 34, -5

# Additional results follow:
mol	Cardio protect	MC4R antag cAMP	ABCB6 inh 2	hiPSC survival	aDG glyco up	MC4R barr agon	ABHD5-PLIN5 inh	m5-HT2A agonist	Exocytosis inh	N-glyco inh
CSc1nnc(C)c(=O)n1COC(=O)COc1ccc(Cl)cc1	0	21	102	0.3	0.2	-1.9	-4	0	3	0
CCn1cc(CNC(=O)CCc2ccc(OC)cc2)cn1	-5	6	101	-0.8	0.0	-2.9	2	2	-2	2
COc1cc2c(cc1[N+](=O)[O-])-c1ccccc1C2	-8	-9	100	-1.1	0.0	3.8	0	-4	-13	3
Cc1ccc(C(=O)NC(=S)NCC2CCCO2)cc1Br (stereo not drawn)	-9	15	101	-1.4	0.1	1.8	-1	-2	-6	1
CCCc1[nH]c2ccc(C#N)cc2c1CCC	-9	-4	97	-0.3	0.3	2.4	-15	0	-6	-4
CCC(=O)O[C@]1(C(=O)CCl)[C@@H](C)C[C@H]2[C@@H]3CCC4=CC(=O)C=C[C@]4(C)[C@@]3(F)[C@@H](O)C[C@@]21C	0	5	97	-0.6	-0.2	-0.6	11	6	37	13
COc1ccc(OC)c(NC(=O)C2CCCN2C(=O)OCc2ccccc2)c1 (stereo not drawn)	0	-1	103	-0.6	-0.3	0.9	-5	-2	2	-2
COc1cc2ccccc2cc1C(=O)Nc1ccc(N2CCOCC2)cc1	-2	13	99	-0.6	0.1	4.3	0	-6	10	7
Cc1cc(C)c2c(c1)/C(=N\N=c1\sc3ccccc3n1C)C(=O)N2	8	4	114	1.4	-0.2	-1.7	0	-2	21	0
CC(=O)c1cccc(S(=O)(=O)N2CCC(C(=O)N(C)Cc3ccc(Cl)s3)CC2)c1	21	9	89	-0.1	1.5	0.1	-3	0	-4	-5
O=[N+]([O-])c1cc([N+](=O)[O-])c2cccnc2c1Oc1ccccc1O	31	9	101	-0.7	0.5	-3.0	2	-2	-7	-6
Cn1c(=O)n(CC(=O)O)c(=O)c2c1nc1n2CCCN1Cc1ccccc1	0	6	100	-0.1	-0.1	-1.7	-3	1	3	2
CCN1CCN(C(CNS(=O)(=O)c2ccc(C)cc2)c2ccccc2)CC1 (stereo not drawn)	-3	6	99	-0.5	-0.1	-1.7	2	-4	0	-3
Cc1sc2nc(SCC(=O)NCc3ccco3)[nH]c(=O)c2c1C	60*	4	103	-0.4	0.0	-0.8	0	4	-4	0
Cc1nc(SCC(=O)N(CC(C)C)C2CCS(=O)(=O)C2)c2ccccc2n1 (stereo not drawn)	20	4	91	-0.2	0.4	-0.4	-25	7	-3	-3
O=C(NCCCN1CCOCC1)C1CCC(=O)N1C1CCCCC1 (stereo not drawn)	5	-1	93	3.8	0.0	0.8	4	2	0	3
COc1ccccc1Nc1nnc(SCC(=O)c2cc(C)n(CC3CCCO3)c2C)s1 (stereo not drawn)	15	-1	97	5.8	0.0	0.9	-1	9	-4	-2
Cc1onc(-c2c(Cl)cccc2Cl)c1C(=O)N1CCSCC1	2	1	101	-0.7	0.1	-1.1	1	4	4	0
CN(C)c1ccc(CN2CCCC(O)C2)cc1 (stereo not drawn)	2	-3	88	-0.2	-0.2	-1.0	7	0	-3	0
CC(=O)c1ccc(NC(=S)Nc2ccn(Cc3ccc(Br)cc3)n2)cc1	-14	-4	89	0.4	2.0	-2.0	2	1	-3	3
CCCCn1c(N)c(N(CC)C(=O)c2cccc(F)c2)c(=O)[nH]c1=O	-3	11	96	-0.3	0.1	-1.4	6	2	-4	3
CCOC(=O)C1(C)C=C(Nc2ccc(C)cc2)C(=O)N1c1ccc(C)cc1 (stereo not drawn)	3	2	96	-1.5	-0.3	-2.1	-2	-6	-1	-1

# Screening results: PubChem, several laboratories
